Assay outcomes: PubChem BioAssay, Broad Institute
TcdB GH inh = inhibitors of Clostridioides difficile toxin B glycohydrolase | TcdB glycohydrolase enzymatic assay, plate reader | inhibition, % at 9.99 µM | 350,000 compounds, 0.24% hits | AID 652162; in the data active = inhibition above about 10%
Target sequence (P18177 whole entry, looked up): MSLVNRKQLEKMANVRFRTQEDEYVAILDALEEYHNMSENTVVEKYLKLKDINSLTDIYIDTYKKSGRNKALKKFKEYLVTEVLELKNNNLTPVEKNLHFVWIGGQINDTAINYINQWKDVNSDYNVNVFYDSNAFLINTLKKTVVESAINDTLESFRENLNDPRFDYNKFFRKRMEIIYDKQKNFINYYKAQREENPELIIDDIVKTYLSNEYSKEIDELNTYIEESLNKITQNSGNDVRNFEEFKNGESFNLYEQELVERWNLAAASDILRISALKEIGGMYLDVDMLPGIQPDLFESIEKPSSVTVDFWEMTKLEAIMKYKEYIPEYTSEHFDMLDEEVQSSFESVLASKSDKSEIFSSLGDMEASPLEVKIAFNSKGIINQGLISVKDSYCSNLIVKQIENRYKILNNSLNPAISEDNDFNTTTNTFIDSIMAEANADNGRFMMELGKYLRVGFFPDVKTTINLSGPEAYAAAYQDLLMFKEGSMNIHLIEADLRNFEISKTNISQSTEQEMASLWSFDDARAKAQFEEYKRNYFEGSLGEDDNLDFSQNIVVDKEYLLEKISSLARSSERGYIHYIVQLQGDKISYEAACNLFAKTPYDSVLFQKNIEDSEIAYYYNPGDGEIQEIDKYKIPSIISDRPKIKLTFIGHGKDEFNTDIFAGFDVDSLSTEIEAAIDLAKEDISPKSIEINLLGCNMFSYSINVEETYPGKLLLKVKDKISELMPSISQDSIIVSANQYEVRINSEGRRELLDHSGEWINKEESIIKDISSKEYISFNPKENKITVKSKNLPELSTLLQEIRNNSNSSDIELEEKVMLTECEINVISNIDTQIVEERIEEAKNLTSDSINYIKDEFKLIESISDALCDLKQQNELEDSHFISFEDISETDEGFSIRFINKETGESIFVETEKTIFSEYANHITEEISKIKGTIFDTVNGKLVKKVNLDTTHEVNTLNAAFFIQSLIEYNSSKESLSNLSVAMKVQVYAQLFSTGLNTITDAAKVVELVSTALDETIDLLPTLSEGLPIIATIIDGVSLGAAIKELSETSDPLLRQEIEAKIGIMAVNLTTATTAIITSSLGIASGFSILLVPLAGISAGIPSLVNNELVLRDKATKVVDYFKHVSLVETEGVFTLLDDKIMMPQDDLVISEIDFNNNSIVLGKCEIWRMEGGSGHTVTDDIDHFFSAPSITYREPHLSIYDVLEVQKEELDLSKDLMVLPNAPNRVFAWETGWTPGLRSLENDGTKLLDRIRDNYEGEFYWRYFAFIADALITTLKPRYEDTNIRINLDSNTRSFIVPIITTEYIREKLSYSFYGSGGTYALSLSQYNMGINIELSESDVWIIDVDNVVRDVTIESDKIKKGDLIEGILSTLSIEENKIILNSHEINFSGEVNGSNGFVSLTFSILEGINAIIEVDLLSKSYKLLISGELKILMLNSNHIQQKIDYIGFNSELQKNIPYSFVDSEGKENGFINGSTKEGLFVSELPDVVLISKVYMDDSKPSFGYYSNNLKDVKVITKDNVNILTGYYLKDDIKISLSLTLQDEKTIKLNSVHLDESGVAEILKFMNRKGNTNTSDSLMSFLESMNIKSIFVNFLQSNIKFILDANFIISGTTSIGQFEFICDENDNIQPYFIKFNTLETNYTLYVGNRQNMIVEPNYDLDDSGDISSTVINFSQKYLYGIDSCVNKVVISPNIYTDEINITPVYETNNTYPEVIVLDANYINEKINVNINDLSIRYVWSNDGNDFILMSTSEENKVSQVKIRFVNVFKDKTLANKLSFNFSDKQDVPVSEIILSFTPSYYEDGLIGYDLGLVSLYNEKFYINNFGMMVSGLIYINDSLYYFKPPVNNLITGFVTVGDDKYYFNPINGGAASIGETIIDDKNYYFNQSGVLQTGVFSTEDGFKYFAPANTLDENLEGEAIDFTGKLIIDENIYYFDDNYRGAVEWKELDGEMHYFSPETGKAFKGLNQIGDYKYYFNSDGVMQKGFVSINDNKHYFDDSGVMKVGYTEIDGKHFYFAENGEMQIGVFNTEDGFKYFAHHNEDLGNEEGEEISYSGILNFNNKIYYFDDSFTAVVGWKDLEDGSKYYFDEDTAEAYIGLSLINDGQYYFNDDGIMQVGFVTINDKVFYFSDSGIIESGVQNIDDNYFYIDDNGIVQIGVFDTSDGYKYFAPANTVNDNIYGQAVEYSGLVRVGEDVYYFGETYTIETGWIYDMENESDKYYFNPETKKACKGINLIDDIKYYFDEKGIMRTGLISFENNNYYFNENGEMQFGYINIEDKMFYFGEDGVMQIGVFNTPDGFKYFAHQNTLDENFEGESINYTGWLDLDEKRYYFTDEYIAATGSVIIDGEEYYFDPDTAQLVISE
Numbers without * were called inactive.

SMILES	TcdB GH inh
CO[C@@H]1CN(C)C(=O)c2ccc(NC(=O)c3ccccc3)cc2OC[C@H](C)N(C(C)=O)C[C@H]1C	-9.1
O=C(Nc1ccccc1)[C@H]1[C@H](CO)[C@H]2Cn3c(cccc3=O)[C@H]2N1CC1CC1	-1.0
C[C@@H]1CN([C@H](C)CO)C(=O)c2cc(/C=C/c3ccccc3)cnc2O[C@@H]1CN(C)S(=O)(=O)c1ccccc1F	0.3
CCCC#Cc1cnc2c(c1)C(=O)N([C@H](C)CO)C[C@@H](C)[C@H](CN(C)C(=O)NCCC)O2	-0.6
COCC#Cc1ccc2c(c1)O[C@H](CN(C)CC1CC1)[C@H](C)CN([C@H](C)CO)S2(=O)=O	-0.4
CCCC#Cc1ccc2c(c1)O[C@H](CN(C)C(=O)CC1CC1)[C@@H](C)CN([C@@H](C)CO)S2(=O)=O	-0.9
COc1cccc(NC(=O)N(C)C[C@@H]2Oc3ncc(C4=CCCCC4)cc3C(=O)N([C@H](C)CO)C[C@@H]2C)c1	0.0
CO[C@H]1CN(C)C(=O)c2ccc(NC(=O)C3CC3)cc2OC[C@@H](C)N(C)C[C@@H]1C	-0.2
C[C@H]1CN([C@@H](C)CO)C(=O)c2cc(NC(=O)CCC(F)(F)F)ccc2O[C@H]1CN(C)S(=O)(=O)c1ccc(F)cc1	0.6
CCCC(=O)Nc1ccc2c(c1)OC[C@@H](C)N(Cc1ccccn1)C[C@@H](C)[C@H](OC)CN(C)C2=O	-3.5
COc1ccccc1CNC(=O)C[C@H]1C[C@@H]2c3cc(NC(=O)CN(C)C)ccc3O[C@@H]2[C@@H](CO)O1	0.3
C[C@@H]1CN([C@H](C)CO)C(=O)c2cc(NS(=O)(=O)c3ccccc3)ccc2O[C@H]1CN(C)CC1CC1	-1.7
CCCC#Cc1ccc([C@@H]2[C@H](CO)N3CCCCN(S(=O)(=O)CC)C[C@@H]23)cc1	-1.2
COc1ccc(C#Cc2ccc([C@H]3[C@@H](CO)N4C(=O)CN(C(=O)NC(C)C)C[C@H]34)cc2)cc1	-1.0
COCC#Cc1ccc([C@H]2[C@@H](CO)N3CCCCN(C(=O)Nc4cc(F)ccc4F)C[C@@H]23)cc1	-1.5
C[C@@H]1CN([C@H](C)CO)C(=O)c2cc(NC(=O)Nc3ccc(F)cc3)ccc2O[C@@H](C)CCCCO[C@H]1CN(C)Cc1ccccc1	-0.5
CN1C(=O)c2cc(NS(=O)(=O)c3cccc(F)c3)ccc2OC[C@@H]2O[C@H](CC(=O)N3CCc4ccccc4C3)CC[C@H]21	3.1
COc1ccc2c3c(n(C)c2c1)[C@@H](CO)N(C(=O)NC(C)C)CC31CCN(C(=O)NC(C)C)CC1	-0.6
N#C[C@@H]1[C@@H](c2ccccc2-c2cccc(F)c2)[C@@H](CO)N1C(=O)NC1CCCCC1	-0.2
C[C@@H]1CN([C@H](C)CO)C(=O)Cc2cc(NS(=O)(=O)c3ccc(Cl)cc3)ccc2O[C@@H]1CN(C)S(C)(=O)=O	1.7

Copied from the list:
For TcdB GH inh, CCCC#Cc1ccc([C@@H]2[C@H](CO)N3CCCCN(S(=O)(=O)CC)C[C@@H]23)cc1 has the entry -1.2
For TcdB GH inh, C[C@@H]1CN([C@H](C)CO)C(=O)c2cc(NC(=O)Nc3ccc(F)cc3)ccc2O[C@@H](C)CCCCO[C@H]1CN(C)Cc1ccccc1 has the entry -0.5
For TcdB GH inh, N#C[C@@H]1[C@@H](c2ccccc2-c2cccc(F)c2)[C@@H](CO)N1C(=O)NC1CCCCC1 has the entry -0.2
For TcdB GH inh, CO[C@@H]1CN(C)C(=O)c2ccc(NC(=O)c3ccccc3)cc2OC[C@H](C)N(C(C)=O)C[C@H]1C has the entry -9.1
For TcdB GH inh, O=C(Nc1ccccc1)[C@H]1[C@H](CO)[C@H]2Cn3c(cccc3=O)[C@H]2N1CC1CC1 has the entry -1.0

Reformatted: entries from further up
| molecule | TcdB GH inh |
| --- | --- |
| CCCC#Cc1ccc([C@@H]2[C@H](CO)N3CCCCN(S(=O)(=O)CC)C[C@@H]23)cc1 | -1.2 |
| COc1ccc(C#Cc2ccc([C@H]3[C@@H](CO)N4C(=O)CN(C(=O)NC(C)C)C[C@H]34)cc2)cc1 | -1.0 |
| COCC#Cc1ccc([C@H]2[C@@H](CO)N3CCCCN(C(=O)Nc4cc(F)ccc4F)C[C@@H]23)cc1 | -1.5 |

Next part.
SMILES	TcdB GH inh
O=C(C[C@@H]1C[C@@H]2c3cc(NC(=O)C4CCC4)ccc3O[C@@H]2[C@H](CO)O1)NCc1ccccc1F	0.0
CN(C)CC(=O)N1[C@H](C#N)[C@@H](c2ccc(-c3cccc(C(=O)N(C)C)c3)cc2)[C@@H]1CO	1.2
C[C@@H]1CN([C@H](C)CO)C(=O)CCCn2nncc2CO[C@H]1CN(C)CC1CCCCC1	0.3
Cc1ccc(S(=O)(=O)N(C)C[C@H]2Oc3ccc(NC(=O)Nc4ccc(F)cc4)cc3CC(=O)N([C@@H](C)CO)C[C@H]2C)cc1	0.4
Cc1ccc(S(=O)(=O)Nc2ccc3c(c2)CC(=O)N([C@@H](C)CO)C[C@H](C)[C@@H](CN(C)Cc2ccc(Cl)c(Cl)c2)O3)cc1	-0.7
CN(C)C(=O)C[C@H]1CC[C@H]2[C@@H](COC[C@H](O)CN2C(=O)C2CCCC2)O1	-1.6
O=C(NCCN1CCCCC1)[C@@H]1N[C@@H]2c3ccc(-c4ccc(F)cc4)c(=O)n3C[C@@H]2[C@H]1CO	-5.8
C[C@@H]1CN([C@@H](C)CO)C(=O)c2cc(NC(=O)NC3CCCCC3)ccc2O[C@@H](C)CCCCO[C@H]1CN(C)Cc1ccc2c(c1)OCO2	0.7
C[C@H]1CN([C@@H](C)CO)C(=O)c2cc(NS(C)(=O)=O)ccc2O[C@@H]1CN(C)Cc1ccncc1	1.3
O=C(NCCc1ccccc1)[C@@H]1[C@@H](CO)[C@@H]2Cn3c(cccc3=O)[C@H]1N2C(=O)C1CC1	-1.2
O=C(C[C@H]1CC[C@@H]2[C@H](COC[C@@H](O)CN2S(=O)(=O)c2cccc(Cl)c2)O1)NC1CCCC1	0.9
Cc1cccc(CN(C)C[C@H]2OCc3cn(nn3)CCCC(=O)N([C@@H](C)CO)C[C@H]2C)c1	1.2
CCCNC(=O)N1CC(=O)N2[C@H](CO)[C@@H](c3ccc(-c4ccc(F)cc4)cc3)[C@@H]2C1	-2.8
CCCN1[C@@H]2Cn3c(ccc(-c4cccnc4)c3=O)[C@H]1[C@@H](C(=O)NCCc1cn(C)cn1)[C@@H]2CO	0.0
CCNC(=O)C[C@@H]1CC[C@H](NS(=O)(=O)c2ccc(C)cc2)[C@H](CO)O1	0.2
C[C@@H]1CCCCO[C@@H](CN(C)Cc2ccc(C(=O)Nc3ccccc3N)cc2)[C@@H](C)CN([C@H](C)CO)C(=O)c2cc(NC(=O)Cc3ccccc3)ccc2O1	0.9
C[C@@H]1CN([C@@H](C)CO)S(=O)(=O)c2ccc(-c3cncnc3)cc2O[C@H]1CN(C)C(=O)Cc1ccccc1	-1.6
COc1ccc(C#Cc2ccc3c(c2)[C@H]2[C@H](CCN2C(=O)CC2CC2)[C@H](CO)N3)cc1	0.7
O=S(=O)(N[C@@H]1CC[C@H](CCn2cc(-c3ccccc3F)nn2)O[C@@H]1CO)c1ccc(Cl)cc1	1.5
CO[C@@H]1CN(C)C(=O)c2ccc(NC(=O)c3ccno3)cc2OC[C@H](C)N(S(C)(=O)=O)C[C@@H]1C	-0.3
C[C@@H]1CCCCO[C@@H](CN(C)S(=O)(=O)c2ccccc2)[C@H](C)CN([C@H](C)CO)C(=O)c2cc(NS(=O)(=O)c3ccccc3)ccc2O1	-0.2
COCCNC(=O)[C@@H]1[C@@H](CO)[C@@H]2Cn3c(ccc(C4=CCCCC4)c3=O)[C@H]1N2Cc1cocn1	-0.5
CCC(=O)Nc1ccc2c(c1)OC[C@H](C)N(C(=O)c1cccnc1)C[C@@H](C)[C@H](OC)CN(C)C2=O	0.0
CCCNC(=O)N1CC(=O)N2[C@H](C1)[C@H](c1ccc(-c3ccncc3)cc1)[C@@H]2CO	-0.7
C[C@@H]1CN([C@H](C)CO)C(=O)c2cc(C#CC3(O)CCCC3)cnc2O[C@H]1CN(C)Cc1cccnc1	-0.6
CO[C@H]1CN(C)C(=O)c2ccc(NC(=O)c3ccccc3)cc2OC[C@@H](C)N(C)C[C@@H]1C	0.1
C[C@@H]1CN([C@H](C)CO)S(=O)(=O)c2ccc(C#Cc3ccccc3)cc2O[C@H]1CN(C)C(=O)c1ccccn1	-1.3
CC(C)NC(=O)N[C@H]1CC[C@H](CCn2cc(-c3ccc(F)cc3)nn2)O[C@H]1CO	1.1
O=C(Cc1ccccn1)N1CC2(C1)[C@@H](c1ccccc1)[C@@H](CO)N2C(=O)c1cccnc1	-0.5
Cc1noc(C)c1NC(=O)Nc1ccc2c(c1)CC(=O)N([C@H](C)CO)C[C@H](C)[C@@H](CN(C)CC1CC1)O2	-0.6
Cc1noc(C)c1S(=O)(=O)Nc1ccc2c(c1)CC(=O)N([C@@H](C)CO)C[C@@H](C)[C@@H](CN(C)Cc1ccc(C(=O)Nc3ccccc3N)cc1)O2	-2.0
COCC(=O)N1CC2(C1)CN(C(=O)COC)[C@H](CO)c1c2c2ccc(OC)cc2n1C	0.0
O=C(Cc1ccccn1)NCC[C@H]1CC[C@H](NC(=O)CN2CCOCC2)[C@@H](CO)O1	0.2
C[C@@H]1CN([C@@H](C)CO)C(=O)c2cccc(NS(=O)(=O)c3ccc(F)cc3)c2O[C@H]1CN(C)S(=O)(=O)c1ccccc1	-0.1
C[C@@H]1CN([C@H](C)CO)C(=O)c2cccc(NC(=O)NC3CCCCC3)c2O[C@@H]1CN(C)C(=O)NC1CCCCC1	0.9
O=C(c1cnccn1)N1CC(=O)N2[C@H](CO)[C@H](c3ccc(-c4ccccc4)cc3)[C@@H]2C1	0.5
C/C=C/c1ccc([C@@H]2[C@H](CO)N(C(=O)CN(C)C)C23CN(C(=O)C2CCCCC2)C3)cc1	-7.0
CC(=O)N(C)C[C@H]1Oc2cc(C#CCC3CCCC3)ccc2S(=O)(=O)N([C@@H](C)CO)C[C@@H]1C	2.0
C[C@H]1CN([C@@H](C)CO)C(=O)c2cc(-c3ccc(C#N)cc3)cnc2O[C@H]1CN(C)C(=O)c1ccccc1	-1.4
C[C@@H]1CN([C@@H](C)CO)C(=O)c2cc(C3=CCCC3)cnc2O[C@@H]1CN(C)Cc1ccc(C(=O)O)cc1	-1.2
C[C@@H]1CCCCO[C@H](CN(C)S(=O)(=O)c2ccc(Cl)cc2)[C@H](C)CN([C@H](C)CO)C(=O)c2cc(NS(C)(=O)=O)ccc2O1	1.3
COC(=O)C(CC#Cc1ccc2c(c1)[C@]1(C(=O)N2)[C@H](c2ccccc2OCCO)N2[C@H](c3ccccc3)[C@H](c3ccccc3)OC(=O)[C@H]2[C@@H]1C(=O)N1CCN(c2ncccn2)CC1)C(=O)OC	0.2
C[C@@H]1CCCCO[C@H](CN(C)S(=O)(=O)c2cccs2)[C@@H](C)CN([C@@H](C)CO)C(=O)c2cc(NC(=O)Nc3ccc(F)cc3)ccc2O1	0.3
N#Cc1ccc(-c2ccc3c(c2)[C@H]2[C@H](CCN2C(=O)C2CCCCC2)[C@@H](CO)N3)cc1	0.4
C[C@H]1CCCCO[C@@H](CN(C)C(=O)CCC(F)(F)F)[C@@H](C)CN([C@@H](C)CO)C(=O)c2cc(NS(=O)(=O)c3ccc(F)cc3)ccc2O1	1.7
CCCNC(=O)C[C@H]1CC[C@H]2[C@@H](COC[C@H](O)CN2C(=O)Nc2cccc(Cl)c2)O1	0.0
COc1ccccc1C#Cc1ccc2c(c1)O[C@@H](CN(C)Cc1ccccc1)[C@@H](C)CN([C@H](C)CO)S2(=O)=O	-0.6
C[C@@H]1CCCCO[C@@H](CN(C)S(=O)(=O)c2ccccc2)[C@@H](C)CN([C@H](C)CO)C(=O)c2cc(NC(=O)c3ccccc3)ccc2O1	-0.4

Not a retest: an excerpt of the list.
SMILES	TcdB GH inh
C[C@@H]1CCCCO[C@H](CN(C)S(=O)(=O)c2ccc(Cl)cc2)[C@H](C)CN([C@H](C)CO)C(=O)c2cc(NS(C)(=O)=O)ccc2O1	1.3
COC(=O)C(CC#Cc1ccc2c(c1)[C@]1(C(=O)N2)[C@H](c2ccccc2OCCO)N2[C@H](c3ccccc3)[C@H](c3ccccc3)OC(=O)[C@H]2[C@@H]1C(=O)N1CCN(c2ncccn2)CC1)C(=O)OC	0.2

Only part of the results is shown (hit frequency here may not be typical).
